Screening data from PubChem BioAssay.
KCNH2 WT inh: blocks the wildtype human KCNH2 potassium channel. AID 720551. U2OS, BacMam KCNH2, thallium flux FluxOr; stronger effect = lower value. hit rate 0.37% among 340,000. activity change, % at 1.84 µM. Q12809;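 active = maximum activity change below -70%; inconclusive = maximum activity change between -70% and -50%; inactive = maximum activity change above -50%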; note: % is set by controls: 0 for no effect and ±100 for the full control effect
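U2OS cells were transduced with wild-type KCNH2 virus (2.03 x 10^8 / mL) for 4 h at room temperature, then cultured overnight at 37 C. Thallium flux was read with FluxOr dye. Rate constants were normalized to DMSO controls.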
B2AR arrestin: recruits beta-arrestin to the human beta2-adrenergic receptor | P07550 | beta-arrestin recruitment to beta2AR, cell-based reporter | Potency, µM (highest dose often 46.1 µM), for the others: at the highest dose activation, actives largely listed as activators | hit rate 0.02% among 330,000 | AID 492947;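 note: potency is the fitted concentration of half-maximal effect; 0% = DMSO controls and full agonism = EC100 isoproterenol or metaproterenol; nearly all actives have a fitted effect of over 65% in size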
Target sequence (P07550 whole entry, looked up): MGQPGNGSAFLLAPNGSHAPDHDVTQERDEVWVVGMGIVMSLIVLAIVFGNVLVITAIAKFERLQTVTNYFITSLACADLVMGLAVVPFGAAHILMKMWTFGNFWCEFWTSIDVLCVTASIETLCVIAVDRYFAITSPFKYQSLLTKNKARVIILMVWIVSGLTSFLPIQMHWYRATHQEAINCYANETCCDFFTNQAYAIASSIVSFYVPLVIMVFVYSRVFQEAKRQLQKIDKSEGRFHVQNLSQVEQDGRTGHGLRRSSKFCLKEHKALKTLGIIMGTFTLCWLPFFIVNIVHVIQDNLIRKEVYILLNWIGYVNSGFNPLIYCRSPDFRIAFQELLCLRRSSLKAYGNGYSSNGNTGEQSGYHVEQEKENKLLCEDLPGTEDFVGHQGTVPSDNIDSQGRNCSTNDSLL
MLL CXXC-DNA inh: blocks binding of human MLL CXXC domain to DNA; Q03164; MLL-CXXC / FITC-HOXA9 DNA fluorescence polarization; Potency, µM (top dose mostly 115 µM), without a hit: at the highest dose activity change, negative = inhibition, hits mostly inhibitors; hit rate 0.037% among 290,000; active = well fitted inhibition curve with a large enough effect in the polarisation, with a control signal flat, not every such curve was filed as active; inconclusive = small, poorly fitted or top-dose-only effect, or effect the other way, or a change in a side signal; inactive = no such curve, though single readings can be large or run the other way; the % refers to the polarisation; note: potency is the fitted concentration of half-maximal effect
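Fluorescence polarization: 7 uM MLL-CXXC (stock) preincubated 5 min with compounds, then 50 nM fluorescein-HOX-A9 DNA (stock) added; 30 min ambient. Buffer 50 mM Tris-HCl pH 7.5, 50 mM NaCl, 1 mM DTT, 0.05% BSA.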
GALK inhibitor: galactokinase (human) inhibition; P51570; AID 1868; hit rate 0.007% among 270,000; Potency, µM (doses to about 57.5 µM), without a hit: at the highest dose activity change, negative = inhibition, usual class: inhibitors; Purified GALK, Kinase-Glo residual ATP luminescence; note: potency is the fitted concentration of half-maximal effect; % is set by controls: 0 for no effect and ±100 for the full control effect
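Kinase-Glo Plus luminescence measured ATP left after a 1 h room-temperature reaction. The reaction used 5 nM GALK, 100 uM galactose and 35 uM ATP at pH 8.0 (20 mM HEPES, 5 mM MgCl2, 60 mM NaCl, 1 mM DTT, 0.01% BSA).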
KCNH2 3.1 block: KCNH2 3.1 (human) potassium channel inhibition | U2OS KCNH2 3.1, thallium flux FluxOr; stronger effect = lower value | activity change, % (tested at about 1.8 µM) | hit rate 0.95% among 340,000 | AID 720553;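 active = maximum activity change below -70%; inconclusive = maximum activity change from -70% to -50%; inactive = maximum activity change above -50%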;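 note: thallium influx rate constant from kinetic fluorescence after stimulation buffer; % is set by controls: 0 for no effect and ±100 for the full control effect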
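Thallium flux via FluxOr fluorescence (Red40 quencher, 45 min loading) in U2OS cells virally expressing the KCNH2 3.1 isoform (1.77 x 10^8 /mL virus, overnight at 37 C). Rate constants from 2-min kinetic reads post-stimulation, normalised to positive and negative controls.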
Giardia killer: Giardia lamblia killing. Giardia lamblia trophozoite viability. activity change, % at 7.66 µM, hits read low. hit rate 0.15% among 340,000. AID 540267; in the data active = activity change below about -80%; inconclusive = between about -30% and that limit;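 note: parasites exposed to compound for two days anaerobically before the ATP read; % is set by controls: 0 for no effect and ±100 for the full control effect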
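Each well holds 100 Giardia trophozoites and compound. After two days (48 hrs) at 37 deg C in anaerobic conditions, ATP is quantified by luminescence.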
USP2a inh: USP2a (human) protease inhibition | hit rate 0.01% among 330,000 | USP2 core, Ub-CHOP2 coupled fluorogenic reporter, 485/531 | Potency, µM (highest dose often 38.3 µM), without a hit: at the highest dose activity change, negative = inhibition, hits mostly inhibitors | O75604 | AID 463254;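 note: potency is the fitted concentration of half-maximal effect; plate controls were DMSO wells for no effect and full inhibition by NEM control for full effect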
Target sequence (O75604 whole entry, looked up): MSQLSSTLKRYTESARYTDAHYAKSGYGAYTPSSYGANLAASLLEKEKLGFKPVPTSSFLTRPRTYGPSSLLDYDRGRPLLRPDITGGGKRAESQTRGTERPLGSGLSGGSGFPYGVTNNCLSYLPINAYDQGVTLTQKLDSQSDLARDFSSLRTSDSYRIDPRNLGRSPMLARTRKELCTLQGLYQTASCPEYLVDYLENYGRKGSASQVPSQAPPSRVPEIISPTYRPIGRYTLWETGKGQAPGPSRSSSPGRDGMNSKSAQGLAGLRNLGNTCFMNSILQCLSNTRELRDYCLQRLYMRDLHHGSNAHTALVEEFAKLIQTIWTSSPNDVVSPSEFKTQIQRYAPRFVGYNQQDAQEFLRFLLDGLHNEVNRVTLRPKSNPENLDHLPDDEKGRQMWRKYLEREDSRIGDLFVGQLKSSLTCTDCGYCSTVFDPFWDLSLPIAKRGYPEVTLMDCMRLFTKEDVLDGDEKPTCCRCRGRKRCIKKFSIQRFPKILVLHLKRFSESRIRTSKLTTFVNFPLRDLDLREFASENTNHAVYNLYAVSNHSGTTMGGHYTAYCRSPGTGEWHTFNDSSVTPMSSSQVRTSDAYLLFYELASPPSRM
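Deubiquitinase activity read as fluorescence (485/531 nm) after Ub-CHOP2 cleavage activates the enterokinase reporter on its substrate; USP2 core 10nM, Ub-CHOP2 and substrate 25nM each, 30min compound preincubation then 60min RT; data normalized to NEM, curves fitted.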
Menin MLL FP TR: inhibitors of human menin-MLL interaction, mutant MLL peptide; Potency, µM (titrated, usually from 61.6 µM), for inactives: at the top dose FP activity change, negative = inhibition, usual class: inhibitors; O00255; Menin + Texas Red MLL mutant peptide, fluorescence polarization; hit rate 0.23% among 270,000; active = well fitted inhibition curve with a large enough effect in the polarisation, with a control signal flat, not every such curve was filed as active; inconclusive = small, poorly fitted or top-dose-only effect, or effect the other way, or a change in a side signal; inactive = no such curve, though single readings can be large or run the other way; the % refers to the polarisation; note: potency is the fitted concentration of half-maximal effect; % of control where 0% means no effect; many of its hits are not listed in these tables
TRPV1 agonist: agonists of human vanilloid receptor 1 (TRPV1); TRPV1-expressing cells, Fluo-8 calcium influx, agonist mode; Q8NER1; hit rate 0.19% among 320,000; activation, % at 8.33 µM; in the data active = activation above about 80%; inconclusive = between about 30% and that limit; note: 0% is about no effect
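TRPV1-expressing cells were cultured overnight at 35.5C and loaded with Fluo-8 calcium dye for 40 to 90 min at room temperature. After a 10 s baseline, compound was added and calcium influx was read kinetically for 3 min (ex 480/em 520 nm).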
PKM2 act: activators of human pyruvate kinase M2. hit rate 0.34% among 260,000. Potency, µM (highest dose often 57.5 µM), for the others: at the highest dose activation, actives largely listed as activators. purified PKM2, Kinase-Glo ATP luminescence, activation; response scale: 0% is enzyme alone, no compound; note: potency is the fitted concentration of half-maximal effect; % is set by controls: 0 for no effect and ±100 for the full control effect; nearly all actives have a fitted effect of over 55% in size
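ATP formation by purified human PK-M2, quantified via coupled luciferase luminescence after 1 h at room temperature with 0.1 mM ADP and 0.5 mM PEP final.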
Coupling enz: counter-screen for Giardia aldolase inhibitors: coupling enzyme system; activity change, negative = inhibition, % at 58.2 µM, hits read low; coupling enzyme system counterscreen, AmpLite Red fluorescence; hit rate 0.67% among 290,000; in the data active = activity change below about -30%; note: % is set by controls: 0 for no effect and ±100 for the full control effect
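Counterscreen lacking aldolase: glyceraldehyde-3-phosphate coupling-enzyme reagent preincubated 10 min at RT with compound (at 57.5 uM final), then substrate/coupling system with AmpLite Red added; fluorescence read at 525/598 nm after 20 min RT.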
An asterisk follows results filed as active; ? = inconclusive; / = not tested or not shown; & = joins results of further samples; [ ] = another dose, or the depositor's remark. Unless noted, calls come from the whole dose curve; as a rule, active = well fitted curve in the direction sought with a large enough effect; inconclusive = small, poorly fitted or top-dose-only effect, or another doubt; inactive = no such curve, though single readings can be large; an effect the other way counts as inactive or inconclusive. An excerpt; the hit share may differ from the screen's.

SMILES	KCNH2 WT inh	B2AR arrestin	MLL CXXC-DNA inh	GALK inhibitor	KCNH2 3.1 block	Giardia killer	USP2a inh	Menin MLL FP TR	TRPV1 agonist	PKM2 act	Coupling enz
COc1cccc([C@@H]2Oc3ccc(OC)cc3C(=O)[C@H]2O)c1	0.4	-2.5%	4.5%	/	8.9	-3.0	0.5%	?	-1.5	-0.2%	-1.2&0.7&3.4
O=c1c(Cc2ccccc2)c(O)ccn1CCc1cnc[nH]1	-8.4	0.6%	6.5%	10.9%	-0.5	-3.4	1.8%	?	-1.4	7.9%	-0.6
CN(C)C(CNC(=O)c1ccc2nccnc2c1)c1ccco1 (stereo not given)	-0.6	-0.5%	/	/	10.6	-18.1	-0.2%	/	/	/	/
Cc1cc(Cl)c(OCCOCCN2CCCCC2)c(Br)c1	2.9	-0.6%	?	2.2%	-4.3	5.7	3.1%	-10.1%	-6.3	-14.6%	-2.8
COc1ccc(/C=C/C(=O)OCC(=O)c2c(N)n(C)c(=O)n(C)c2=O)c(OC)c1	4.9	-0.1%	7.1%	9.8%	1.2	-16.8	0.1%	9.3%	1.2	-0.7%	1.2
CCc1ccc(C=NC23CN4CN(CN(C4)C2)C3)s1	18.0	0.1%	4.6%	1.6%	13.8	0.3	3.1%	20.4%	1.3	4.3%	1.3
Nn1c(SCC(=O)N2CCCCC2)nnc1-c1ccncc1	4.8	0.5%	1.4%	-0.2%	-14.6	-15.2	-1.1%	0.4%	0.6	2.2%	3.5
CC(C)S(=O)(=O)N1CCN(c2ccnc3cc(Cl)ccc23)CC1	0.2	0.2%	-7.4%	0.5%	-31.1	-18.4	1.8%	/	11.1	-1.8%	-0.5
COc1ccc(NC(=O)CN2C(=O)c3ccccc3S2(=O)=O)cc1OC	0.5	-0.3%	-15.0%	-0.6%	-1.5	6.4	-0.5%	-1.3%	-0.7	2.8%	0.3
CC(=O)c1ccc(N(C(=O)CNC(=O)c2cccs2)C(C(=O)NCC2CCCO2)c2ccccc2)cc1 (stereo not given)	-5.9	0.3%	-5.8%	0.7%	-1.8	11.3	8.9%	?	1.1	/	-1.2
CC(=O)c1cccc(OCc2cc(C(=O)N(C)CCC3CCOCC3)no2)c1	1.4	0.5%	0.4%	-0.2%	-0.2	1.1	0.5%	-8.9%	0.0	0.0%	0.4
CC(C)C(=O)Nc1ccc2c(c1)C(=O)NC2=O	-1.2	0.2%	-5.5%	4.5%	7.1	14.3	-4.6%	0.8%	1.3	-7.9%	0.0
COC(=O)c1cc(S(=O)(=O)NCc2ccccc2)c[nH]1	-10.1	0.0%	8.9%	/	-5.5	6.1	1.3%	-6.6%	4.5	0.4%	-0.7
CC1CCc2cc(F)ccc2N1C(=O)C1(C)CC1(Cl)Cl (stereo not given)	-4.1	-0.1%	3.5%	-3.8%	-4.2	5.5	2.1%	?	8.5	-0.9%	-0.2
O=c1cc(CN2CCN(c3ccccc3F)CC2)c2cc3c(cc2o1)CCCC3	3.6	0.5%	19.8%	-0.7%	-9.8	-1.6	4.0%	/	0.2	5.1%	2.4
CSc1nc(Oc2ccc3ccccc3c2)c2ccccc2n1	-18.4	-0.2%	-0.3%	-1.8%	-5.5	-5.1	2.9%	9.3%	-5.6	-18.7%	-7.1
NS(=O)(=O)c1ccc(CCNC(=O)c2nc(CS(=O)(=O)c3ccc(Cl)cc3)no2)cc1	-5.0	-0.1%	-11.8%	-1.1%	-39.1	-27.5	-3.5%	2.8%	6.4	/	3.7
Cc1ccc(NCc2nnc(SCC(=O)Nc3cc(C)on3)n2C)cc1	4.9	-0.2%	11.5%	0.1%	-12.1	-5.7	2.0%	5.8%	4.1	-4.2%	0.2
C/C(=C\c1cccc(Br)c1)C(=O)c1c(C)cc(C)[nH]c1=O	4.5	-1.0%	4.5%	6.7%	12.6	-12.4	-1.8%	-21.2%	2.8	/	2.5
COC(=O)c1ccccc1NC(=O)N1CCN(S(=O)(=O)c2ccc(Cl)cc2)CC1	-5.2	0.0%	5.0%	-1.9%	-1.2	20.0	0.0%	7.0%	18.8	11.2%	1.0
COc1ccc(CNc2nc3c(c(=O)n(Cc4ccc(F)cc4)c(=O)n3C)n2C)cc1	8.3	0.6%	14.3%	-2.7%	-6.1	11.0	3.4%	42.3%[activator]	15.8	?	-0.1
O=C(O)c1cc(S(=O)(=O)NCCOc2ccccc2)ccc1Cl	2.0	-0.1%	/	/	5.0	-17.7	5.2%	/	/	/	/
O=C1CSC(=S)N1c1ccc(O)cc1	-4.0	-0.4%	-7.8%	8.0%	-13.7	-9.9	4.7%	12.0%	-3.0	-11.3%[11.5 µM]	-1.2
O=C(Nc1cc(C(F)(F)F)ccc1Cl)c1ccc(NC(=O)C(F)(F)F)cc1	-5.8	-0.3%	9.8%	2.6%	-21.8	3.4	-1.0%	?	2.1	0.0%	2.0
COc1ccc(C(=O)Nc2cc(C(=O)c3ccccc3)c(C)oc2=O)cc1	-5.7	0.4%	-10.9%	-3.3%	-13.3	-5.7	5.1%	-3.0%	13.7	?	-3.5

Remaining list, next part:
SMILES	KCNH2 WT inh	B2AR arrestin	MLL CXXC-DNA inh	GALK inhibitor	KCNH2 3.1 block	Giardia killer	USP2a inh	Menin MLL FP TR	TRPV1 agonist	PKM2 act	Coupling enz
O=C(NCC(=O)N1CC(O)CC1C(=O)N1CC(O)CC1C(=O)OCc1ccccc1)OCc1ccccc1 (stereo not given)	4.2	0.0%	?	11.4%	-22.2	-21.5	2.3%	5.7%	-4.5	-6.2%	0.6
COC(=O)CN1CCN(C(=O)c2ccco2)CC1	-11.5	-0.1%	-2.2%	5.0%	-1.8	-13.9	-1.2%	/	4.0	0.6%	/
CCOC(=O)N1CCN(C(=O)c2ccc(OCC)cc2)CC1	11.9	0.1%	-3.6%	1.6%	11.3	-20.9	1.3%	-0.7%	3.3	-11.3%	-4.7
CC(=O)c1ccc(S(=O)(=O)N(C)CC(=O)NCc2ccco2)cc1	-4.7	0.3%	/	/	-5.7	-12.6	0.8%	/	-1.8	/	/
COc1ccc(C(=O)COC(=O)CCN2C(=O)C3C4CCC(C4)C3C2=O)cc1 (stereo not given)	13.8	-0.3%	7.1%	1.3%	6.1	-14.5	-0.1%	-13.4%	2.0	3.7%	-1.0
COc1ccc(-c2cnc3n2CCCCC3)cc1	1.5	0.3%	-11.3%	0.2%	3.9	-14.4	1.4%	/	13.4	-0.6%	-0.1
COc1ccc(N2CCN(C(CNC(=O)C(C)C)c3ccc4c(c3)OCO4)CC2)cc1 (stereo not given)	-8.3	0.1%	6.1%	0.5%	-0.4	-2.3	0.5%	-6.4%	0.2	-1.0%[0.46 µM]	0.2
COc1ccc(Nc2nc(NCc3ccco3)nc(N/N=C/c3ccccc3F)n2)cc1	-22.7	-0.7%	19.5%	-4.5%	-96.6*	?	0.0%	?	?	28.4%	-1.2
CCOC(=O)C1CCN(C(=O)COc2ccc3c(C)cc(=O)oc3c2)CC1	2.8	0.0%	/	/	3.4	9.8	4.2%	/	-2.1	/	/
COc1ccc(-c2ccc(SCC(=O)N3CCOCC3)nn2)cc1	-0.9	-0.1%	-9.7%	8.1%	4.2	-8.9	0.6%	0.5%	17.5	6.4%	-8.8
Fc1ccc(NCc2nnc3n2CCCCC3)cc1	-13.5	0.2%	9.7%	1.1%	6.3	-11.6	0.5%	0.2%	-0.5	5.5%	0.3
C[C@@]12C(=O)Nc3ccc(F)cc3C(=O)N1[C@H]1c3cc(Cl)ccc3OC[C@@H]1[C@@H]2c1ccccc1	3.3	5.8%	/	/	?	-21.3	-1.9%	/	/	/	/
O=C(Nc1ccccc1)c1ccccc1NC(=O)C(F)(F)F	-9.0	0.1%	16.9%	-4.4%	-1.2	-13.6	0.2%	/	8.2	-0.8%	0.5
COC(=O)c1ccc(/C=C2\SC(=S)N(CCCC(=O)NCCCN3CCOCC3)C2=O)cc1	2.1	-0.6%	-17.4%	-0.2%	3.4	12.5	2.1%	/	0.9	/	0.6
CC1CN(C(=O)COc2coc(CN3CCc4ccccc4C3)cc2=O)CC(C)O1 (stereo not given)	2.1	0.0%	/	/	0.4	-3.7	5.6%	/	-1.5	/	/
CC(=O)NC1C(=O)N(CCN2CCOCC2)c2ccc(F)cc21 (stereo not given)	1.5	-0.3%	11.5%	-16.7%	-0.3	15.0	-0.8%	/	0.4	/	-1.4
Cc1ccc(/C=N/NC(=O)c2ccoc2C)o1	-17.7	-0.9%	4.3%	5.8%	-9.7	0.1	-0.5%	-4.0%	-4.4	-25.4%	1.7
CCn1c(COc2ccccc2C)nnc1SCc1nc2ccccc2c(=O)[nH]1	/	-0.6%	-1.7%	7.1%	/	/	0.5%	-14.2%	-3.5	/	3.0
Cc1cc(C)n(-c2cc(N3CCN(C(=O)c4ccc(C(C)(C)C)cc4)CC3)ccc2[N+](=O)[O-])n1	4.3	-1.1%	7.6%	2.5%	-11.5	1.6	-0.5%	-21.6%	1.4	1.7%	0.3
